High-throughput results deposited in PubChem by several laboratories.
EP2 modulator = modulates human prostaglandin E2 receptor EP2 signaling; P43116; EP2-expressing cells, cAMP HTRF FRET, PGE2 co-stimulation; induction, % at 25 µM; 260,000 tested, 0.83% active;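 active = compounds whose cAMP rise, as percent of the full-agonist control response, exceeds 60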;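 also: rat C6 glioma line stably carrying human EP2 under a CMV promoter; the protocol text gives 20 µM as final concentration; 100% = response of wells given 1 µM PGE2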
L929 necroptosis = blocks zVAD induced death of L929 cells | AID 1377 | 220,000 tested, 0.38% active | L929 zVAD necroptosis rescue, ATP luminescence, 24 h; with zVAD 60 µM | viability rescue, % at 10 µM;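 active = activation, scaled between plate controls, above about 75%, limit read from the data; inactive = activation under that limit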;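 also: 0% = zVAD with DMSO and 100% = DMSO alone without zVAD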
14-3-3 Bad inh = disrupts binding of bovine 14-3-3 zeta to phospho-Bad peptide; P63103; TR-FRET 14-3-3zeta/Dy647-pBad peptide displacement, 1 h; inhibition, % at 21.7 µM; 220,000 tested, 0.71% active;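 active = inhibition above about 70%, limit read from the data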;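 also: 0% = full 14-3-3 plus peptide FRET controls and 100% = background without 14-3-3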
m-calpain inh = blocks pig calpain II enzyme activity | purified calpain II, fluorogenic peptide substrate, 30 min | inhibition, % at 16 µM | 220,000 tested, 0.37% active;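 active = inhibition above about 50%, limit read from the data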
eIF4E 4G PPI = blocks eIF4E binding to eIF4G; P63073+Q04637; TR-FRET eIF4E-eIF4GI(517-606) binding, 2 h; inhibition, % at 21.7 µM; 220,000 tested, 0.37% active; AID 782;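 active = inhibition above about 30%, limit read from the data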;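 also: 0% = full FRET control wells and 100% = background wells lacking eIF4GI fragment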
Rad51 HR inh = Rad51 (human) homologous recombination inhibition. hRad51 DNA strand exchange, fluorescence dequenching. AID 1385. 200,000 tested, 0.085% active. inhibition, % at 10 µM. Q06609;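 active = inhibition above 40% at the single screening dose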;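 also: 0% = DMSO control wells and 100% = blanks with heterologous ssDNA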
Target sequence (Q06609 whole entry, looked up): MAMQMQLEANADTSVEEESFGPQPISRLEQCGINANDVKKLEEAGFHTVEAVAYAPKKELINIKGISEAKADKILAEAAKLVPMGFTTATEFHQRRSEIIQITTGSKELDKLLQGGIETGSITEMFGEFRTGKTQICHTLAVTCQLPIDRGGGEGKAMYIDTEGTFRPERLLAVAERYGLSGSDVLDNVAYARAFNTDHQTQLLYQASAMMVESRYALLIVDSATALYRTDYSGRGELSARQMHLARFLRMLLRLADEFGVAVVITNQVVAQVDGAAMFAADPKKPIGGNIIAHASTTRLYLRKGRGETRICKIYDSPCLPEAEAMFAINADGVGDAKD
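Material: human Rad51–ssDNA filaments; Probe or stimulus: labelled 47-mer dsDNA for strand exchange; Doses: single 10 µM dose; Incubation: 37 °C 15-min filament assembly, 30-min compound preincubation, 15-min exchange; Technique: FRET fluorescence dequenching, excitation 485 nm, emission 520 nm; Measure: Fluorescence-based percent inhibition, control- and blank-normalised; Benchmarks: plate control and blank wells.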
PGE2 EP2 inh = EP2 receptor (human) inhibition | P43116 | C6 glioma cells expressing human EP2, cAMP TR-FRET; cells stimulated with saturating PGE2 | inhibition, % at 25 µM | 260,000 tested, 0.52% active | AID 1422;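 active = percent inhibition above 40 after rounding to a whole number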;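 also: rat C6 glioma host cells with rolipram phosphodiesterase inhibitor present; the protocol text gives 20 µM as final concentration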
Tb hexokinase = T. brucei hexokinase 1 inhibition; recombinant TbHK1, G6PDH-coupled NADH A340; 220,000 tested, 0.11% active; inhibition, % at 10 µM;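 active = inhibition of 50% or more in the single-dose primary screen; inactive = inhibition below 50%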
Hck Nef HTS = human Hck-Nef kinase inhibition | inhibition, % at 20 µM | 220,000 tested, 0.68% active | Recombinant Hck-YEEI plus Nef, Z-Lyte FRET kinase assay;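 active = Hck-Nef kinase inhibition above about 50%, limit read from the data; inactive = inhibition below that limit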;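 also: 0% = DMSO with Hck plus Nef and 100% = Hck alone without Nef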
Target sequence (P08631 whole entry, looked up): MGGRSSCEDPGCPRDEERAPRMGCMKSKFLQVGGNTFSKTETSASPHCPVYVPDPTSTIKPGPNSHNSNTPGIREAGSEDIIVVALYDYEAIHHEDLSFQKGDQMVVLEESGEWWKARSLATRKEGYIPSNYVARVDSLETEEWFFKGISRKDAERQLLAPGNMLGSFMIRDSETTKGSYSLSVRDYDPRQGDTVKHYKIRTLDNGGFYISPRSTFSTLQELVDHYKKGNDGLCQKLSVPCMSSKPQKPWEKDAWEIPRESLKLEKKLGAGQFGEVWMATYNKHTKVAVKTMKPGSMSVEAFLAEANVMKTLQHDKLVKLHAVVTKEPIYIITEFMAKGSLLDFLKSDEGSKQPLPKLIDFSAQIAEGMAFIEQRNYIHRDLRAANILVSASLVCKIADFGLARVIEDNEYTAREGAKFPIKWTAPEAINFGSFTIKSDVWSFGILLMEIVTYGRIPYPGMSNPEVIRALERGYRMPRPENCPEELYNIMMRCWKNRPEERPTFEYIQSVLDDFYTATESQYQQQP
An asterisk follows results filed as active; i = inactive; x = not tested or not shown; & = joins results of further samples; [ ] = another dose, or the depositor's remark. A portion of the library (hit frequency here may not be typical).

SMILES	EP2 modulator	L929 necroptosis	14-3-3 Bad inh	m-calpain inh	eIF4E 4G PPI	Rad51 HR inh	PGE2 EP2 inh	Tb hexokinase	Hck Nef HTS
Cc1ccc(N2CC(=O)N(NC(=O)CN3CCN(c4ccccc4)CC3)CC2=O)cc1	-16	0.5	-2	-14	3	-7	6	-5	5
COc1ccc(NC(=S)Nc2nc(CC(=O)Nc3ccccc3OC)cs2)cc1	-22&-33	-0.2	-1	14	-1	-7	8&9	-2	0
COc1cc(CNCc2c[nH]c3ccccc23)cc(OC)c1	-25	1.9	7	-7	1	11	7	3	4
O=C(c1csc2c1CCCC2)N1CCCCC1	7	0.0	-7	10	-3	5	9	2	2
Cc1ccc(S(=O)(=O)N(CC(=O)O)Cc2ccccc2)cc1	10	0.1	-3	-20	2	-3	5	-4	0
CSc1cnc2c(N)nc(N(C)C)nc2n1	13	0.8	-7	-33	-1	-2	11	-9	7
CCCCNC(=O)CCn1c(=O)c2ccccc2n(CC(=O)N2CC(C)CC(C)C2)c1=O (stereo not given)	18	0.1	-5[fluorescence artefact?]	-33	-9[fluorescence artefact?]	x	16	1	5
CC(C)(C)c1cc(NC(=O)c2cccc([N+](=O)[O-])c2)no1	-12	5.8	-10	-1	-5	2	7	3	-15
CCOC(=O)C1=C(COC(=O)C2(C)CC2(Cl)Cl)NC(=O)NC1c1ccccc1 (stereo not given)	17	0.6	-8	6	2	1	5	5	23
CCOC(=O)C1(Cc2ccc(OC)cc2)CCN(C(=O)CCN2CCCC2=O)CC1	19	-0.1	-10	-16	2	13	2	-2	15
C/C(=N\Nc1ccc(F)cc1F)c1ccc(F)cc1	18	-0.3	1	-24	1	10	11	1	1
NC(=O)CSc1nc(C23CC4CC(CC(C4)C2)C3)nc2ccccc12	18	17	-3	-2	3	x	5	-8	27
COC(=O)CCCSc1nccn1-c1ccccc1	-3	0.4	-18	9	4	1	9	2	26
CN(Cc1ccccc1)S(=O)(=O)c1ccc(Cl)c(C(=O)NCCc2ccccn2)c1	5	0.2	-13	-14	-2	-6	3	-6	24
COC(=O)c1ccc2c(c1)C(C)(C)C(/C=C/c1ccc(O)cc1)=[N+]2C	-15	15	x	i	x	-1	7	-3	1
Cc1ccccc1-n1c(Cn2c(=O)sc3ccccc32)nnc1SC(C)C	4	1.5	10	0	-1	-7	11	2	-1
CCN(C(=O)COC(=O)c1ccc(COc2ccc3c(C)cc(=O)oc3c2)cc1)C1CCS(=O)(=O)C1 (stereo not given)	-31	1.8	4	-163	-3	2	4	-4	-11
CCCCc1nnc(NC(=O)CSc2nc(O)c(Cc3ccccc3)c(=O)[nH]2)s1	26	4.0	-17	-17	-1	-7	6	2	26
CC(C)(C)n1nnnc1C(c1ccc(C#N)cc1)N1CCCC2(CCCCC2)C1 (stereo not given)	49	-0.4	3	-5	0	-4	0	2	-2
CCNC(=O)CC1C(=O)N(CC)C(=S)N1NC(=O)c1cccnc1 (stereo not given)	4	4.5	-13	-20	1	3	11	-5	19
Cc1cc(S(=O)(=O)NC(C)C)ccc1OCC(=O)N1CCOCC1	-8	0.6	9	2	-2[fluorescence artefact?]	-19	6	1	0
COc1cc2c(cc1OC)-c1cc(NCc3ccccn3)nc(=O)n1CC2	36	0.7	91*[fluorescence artefact?]	-112	88*	x	17	-40	3
CCOC(=O)Nc1sc(C)c(C)c1C(N)=O	7	0.7	-6	-6	8	-5	5	-8	1
CC(C)OC(=O)CSc1nnc(SCc2cccc3ccccc23)s1	14	0.2	-10[fluorescence artefact?]	41	-4	9	11	-2	-1
O=C(NC1CCCC1)C(c1ccccc1F)N(C(=O)Cc1cccs1)c1ccc2c(c1)OCCO2 (stereo not given)	44&36	-0.7	-18	-29	3	x	16&12	3	1
CCC(=O)c1ccc(OCC(O)Cn2nnc3ccccc32)cc1 (stereo not given)	-31	0.3	-6	-11	0	4	6	-2	-6
CN(Cc1ccccc1)S(=O)(=O)c1ccc(OCC(=O)Nc2cccc([N+](=O)[O-])c2)cc1	10	0.0	12[fluorescence artefact?]	-8	2	-14	5	3	1
CCc1ccc(C2=Nn3c(nnc3-c3cccs3)SC2)cc1	89*	1.0	28	9	-8	-9	15	-3	-1
Cc1cc(C)c2c(c1)/C(=N/NS(=O)(=O)c1ccccc1)CCC2	-9	1.1	9	8	-4	-4	5	-7	2
CC(=O)Nc1ccc(S(=O)(=O)N(C)c2ccc(OCC(=O)OCC(=O)NCc3ccco3)cc2)cc1	1	-0.4	1	-17	-6	14	4	-9	20

An excerpt from above in order of heavy-atom count, smallest number first:
SMILES	EP2 modulator	L929 necroptosis	14-3-3 Bad inh	m-calpain inh	eIF4E 4G PPI	Rad51 HR inh	PGE2 EP2 inh	Tb hexokinase	Hck Nef HTS
CCOC(=O)Nc1sc(C)c(C)c1C(N)=O	7	0.7	-6	-6	8	-5	5	-8	1
O=C(c1csc2c1CCCC2)N1CCCCC1	7	0.0	-7	10	-3	5	9	2	2
COC(=O)CCCSc1nccn1-c1ccccc1	-3	0.4	-18	9	4	1	9	2	26
CC(C)(C)c1cc(NC(=O)c2cccc([N+](=O)[O-])c2)no1	-12	5.8	-10	-1	-5	2	7	3	-15
COc1cc(CNCc2c[nH]c3ccccc23)cc(OC)c1	-25	1.9	7	-7	1	11	7	3	4
Cc1cc(C)c2c(c1)/C(=N/NS(=O)(=O)c1ccccc1)CCC2	-9	1.1	9	8	-4	-4	5	-7	2
CCNC(=O)CC1C(=O)N(CC)C(=S)N1NC(=O)c1cccnc1 (stereo not given)	4	4.5	-13	-20	1	3	11	-5	19
CC(C)OC(=O)CSc1nnc(SCc2cccc3ccccc23)s1	14	0.2	-10[fluorescence artefact?]	41	-4	9	11	-2	-1
Cc1ccccc1-n1c(Cn2c(=O)sc3ccccc32)nnc1SC(C)C	4	1.5	10	0	-1	-7	11	2	-1
CCOC(=O)C1=C(COC(=O)C2(C)CC2(Cl)Cl)NC(=O)NC1c1ccccc1 (stereo not given)	17	0.6	-8	6	2	1	5	5	23
CC(C)(C)n1nnnc1C(c1ccc(C#N)cc1)N1CCCC2(CCCCC2)C1 (stereo not given)	49	-0.4	3	-5	0	-4	0	2	-2
CN(Cc1ccccc1)S(=O)(=O)c1ccc(Cl)c(C(=O)NCCc2ccccn2)c1	5	0.2	-13	-14	-2	-6	3	-6	24
Cc1ccc(N2CC(=O)N(NC(=O)CN3CCN(c4ccccc4)CC3)CC2=O)cc1	-16	0.5	-2	-14	3	-7	6	-5	5
CCCCNC(=O)CCn1c(=O)c2ccccc2n(CC(=O)N2CC(C)CC(C)C2)c1=O (stereo not given)	18	0.1	-5[fluorescence artefact?]	-33	-9[fluorescence artefact?]	x	16	1	5
O=C(NC1CCCC1)C(c1ccccc1F)N(C(=O)Cc1cccs1)c1ccc2c(c1)OCCO2 (stereo not given)	44&36	-0.7	-18	-29	3	x	16&12	3	1
CC(=O)Nc1ccc(S(=O)(=O)N(C)c2ccc(OCC(=O)OCC(=O)NCc3ccco3)cc2)cc1	1	-0.4	1	-17	-6	14	4	-9	20

Other structures.
SMILES	EP2 modulator	L929 necroptosis	14-3-3 Bad inh	m-calpain inh	eIF4E 4G PPI	Rad51 HR inh	PGE2 EP2 inh	Tb hexokinase	Hck Nef HTS
CCN(CCO)c1nc(SC)nc2c1sc1nc(-c3ccco3)c3c(c12)CCC3	13	-0.6	6	-174	4	1	8	17	68*
Cc1cccc(CC2S/C(=N/N=C/c3ccco3)NC2=O)c1 (stereo not given)	-13	1.4	1	-6	2	2	6	-6	24
CC(=O)SC(C)CC(=O)NCc1ccccc1 (stereo not given)	-12	0.1	-13[fluorescence artefact?]	18	-7[fluorescence artefact?]	8	0	-1	-5
O=C(O)CCCCCn1c(SCC(=O)Nc2ccc(F)cc2)nc2ccsc2c1=O	57	0.5	-11	-17	4	4	4	-2	22
COc1ccccc1NC(=O)Cn1nnc(-c2ccccc2NC(=O)c2cc3ccccc3oc2=O)n1	28	0.0	x	-37	x	5	7	-22	2
CC(C)CCNC(=S)Nc1ccc(Br)cc1	-23	x	0	9	2[fluorescence artefact?]	x	9	0	4
Cc1cc(C(=O)N/N=C/C=C/c2ccc([N+](=O)[O-])cc2)n[nH]1	-37	9.8	-12	1	1	-15	-1	-34	3
Cc1cc(C)n2nc(-c3ccsc3-n3c(C)ccc3C)cc2n1	9	-0.1	-3	-112	-2	-20	25	-7	3
CSc1nc2ccccc2c(=O)n1Cc1ccc(F)cc1	81*	-0.2	-14	26	-8	1	5	3	-8
CCCCCn1c(N2CCOCC2)nc2c1c(=O)n(CC(N)=O)c(=O)n2C	3	-0.1	x	-18	x	0	15	30	2
COc1ccc(C2C(C(=O)O)c3ccccc3C(=O)N2C)cc1Br (stereo not given)	-14	1.7	15	17	0[fluorescence artefact?]	-3	9	-3	-8
O=C(/C=C/c1ccccc1)C1C(=O)c2ccccc2C1=O	-11	50	5[fluorescence artefact?]	5	0	7	7	-24	1
c1ccc2sc(Nc3nc4cc5c(cc4s3)OCO5)nc2c1	-45	1.0	7	-1	0	-20	6	21	2
O=C(NC(=S)Nc1ccc(CN2CCOCC2)cc1)c1cc2ccccc2o1	-19	0.2	-3	31	3	x	3	-7	18
C/C(Cl)=C\Cn1c(NCCc2ccccc2)nc2c1c(=O)n(C)c(=O)n2C	15	1.3	-3	16	1	-2	4	-3	0
CC(C)(C)c1ccc(OCC(=O)Nc2ccc(-c3nc4cccnc4o3)cc2)cc1	16	1.1	17	-93	-20	10	14	-25	18
Cc1ccc(CN2CCN(Cc3ccc4c(c3)OCCO4)CC2CCO)cc1 (stereo not given)	1	0.3	-8	14	2	x	2	-1	0
COc1ccc(-n2c(N)c(C(=O)NCC3CCCO3)sc2=S)cc1 (stereo not given)	-6	-0.3	-13	-4	2	-7	10	-31	0
CC1(C)CC(=O)c2cc(C(=O)NC3CCSC3=O)c(=O)n(-c3ccccc3)c2C1 (stereo not given)	9	0.7	2	-14	5[fluorescence artefact?]	3	10	-1	9
Cc1ccc(S(=O)(=O)N2CCOCC2)cc1NC(=O)COC(=O)Cc1ccsc1	9	0.7	2	-17	2	6	12	-3	1
CCCNC(=S)N1CCN(c2nc(C)nc3sc4c(c23)CCCC4)CC1	-43	1.8	-12	14	-2	-9	2	-5	30
O=C(Nc1cc(C(F)(F)F)ccc1N1CCOCC1)c1ccccc1	12	-0.9	-2[fluorescence artefact?]	-16	-2	-4	5	1	-2
CN1C(=O)C(O)(CC(=O)/C=C/c2ccco2)c2cc(Br)ccc21 (stereo not given)	-9	1.2	83*	-5	-4	2	6	-21	1
CN(C)CCCNc1ccc(-c2nn(C)c(=O)c3ccccc23)cc1[N+](=O)[O-]	-28	40	-3	0	4	15	5	-5	17
